# HTRA1 inhibitor: HTRA1 serine protease inhibitors, primary screen, biochemical, fluorescence polarization, HTS | Q92743 | recombinant HTRA1, FP-rhodamine activity-based probe | inhibition, % at 5.96 µM | 340,000 tested, 0.5% active; in the data active = inhibition above about 36%;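 note: 0% = enzyme with DMSO and 100% = wells lacking enzyme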
# PRMT1 FP inh: PRMT1 methyltransferase inhibitors, primary screen, biochemical, fluorescence polarization; recombinant PRMT1, activity-based probe fluorescence polarization; inhibition, % at 2.79 µM; 370,000 tested, 1.3% active; AID 652257, 2013;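 active = inhibition above about 21% made by adding two undisclosed values, limit read from the data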
# Target sequence (Q99873 whole entry, looked up): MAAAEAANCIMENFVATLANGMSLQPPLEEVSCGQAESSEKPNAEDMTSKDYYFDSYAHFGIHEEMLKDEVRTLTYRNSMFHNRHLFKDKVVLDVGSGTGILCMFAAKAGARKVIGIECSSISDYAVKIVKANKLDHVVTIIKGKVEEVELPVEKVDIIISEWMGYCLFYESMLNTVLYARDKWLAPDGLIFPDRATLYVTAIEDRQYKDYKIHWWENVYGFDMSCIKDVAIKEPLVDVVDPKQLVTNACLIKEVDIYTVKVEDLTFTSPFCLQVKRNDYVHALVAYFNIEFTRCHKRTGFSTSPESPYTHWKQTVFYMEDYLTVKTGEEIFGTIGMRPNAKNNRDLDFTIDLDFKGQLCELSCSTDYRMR
# mABHD4 FP: ABHD4 inhibitors, primary screen, biochemical, fluorescence polarization, mouse; (Lyso)-N-acylphosphatidylethanolamine lipase (Mus musculus), Q8VD66; purified mABHD4, FP-Rh probe fluorescence polarization; inhibition, % at 8.92 µM; 370,000 tested, 0.54% active;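 active = inhibition exceeding the mean over every tested compound plus 3 SD, cut at about 30% in these data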;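 note: 0% = plate median of compound wells and 100% = S159A mutant with DMSO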
#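 Assay system: Wild-type mouse ABHD4 protein | Medium: HEPES pH 7.0 buffer, 150 mM NaCl, 0.01% Pluronic F-127 | Incubation: Enzyme–compound pre-incubation 45 min, then probe 60 min, both 25 °C | Technique: Fluorescence polarization with parallel and perpendicular emission, 525/598 nm | Evaluation: % inhibition of FP-Rh probe binding versus controls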
# PG9 binder: binders of HIV-1 gp120 antibody PG9, primary screen, biochemical, TR-FRET | inhibition, % at 6.7 µM | TR-FRET gp120-PG9 antibody binding | HIV-1 gp120 / PG9 antibody interaction | 360,000 tested, 0.43% active; in the data active = inhibition above about 8.5%
# LEDGF integ inh: blockers of LEDGF/p75-dependent integrase strand transfer – biochemical, TR-FRET, high throughput, primary screen; AID 743269, 2014; HIV-1 integrase (with human LEDGF/p75); TR-FRET IN-LEDGF/p75 DNA integration, Eu/Cy5; inhibition, % at 3.7 µM; 370,000 tested, 0.64% active;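 active = inhibition above the screen-wide mean plus 3 SD, cut at about 13% in these data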;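 note: signal is the Cy5 over europium emission ratio at 671 and 618 nm; 0% = plate median of compound wells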
# UHRF1 MBD2 ctr: UHRF1 methylated DNA binding inhibitors, primary screen, counter-screen for MBD2 inhibitor project, biochemical, TR-FRET, human UHRF1, single concentration; AID 687016, 2013; inhibition, % at 4.4 µM; 370,000 tested, 0.75% active; UHRF1 binding to methylated oligo; E3 ubiquitin-protein ligase UHRF1 (Homo sapiens), Q96T88; in the data active = inhibition above about 21%;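 note: UHRF1 SRA domain binding a hemimethylated CpG hairpin DNA probe; 0% = median of test compound wells and 100% = reference inhibitor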
# rCAG RNA binder: binders of r(CAG) RNA repeats, primary screen, biochemical, fluorescence; r(CAG) RNA repeat, TO-PRO-1 dye displacement fluorescence; inhibition, % at 3 µM; 370,000 tested, 1.3% active; AID 651821, 2012;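 active = inhibition above the plate cutoff, the mean of all test compounds on that plate plus 3 SD, cut at about 35% in these data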;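 note: 0% = DMSO alone and 100% = 100 µM mitoxantrone as full dye displacement; higher means more dye released from RNA so lower well fluorescence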
# TCR CD3 inh: inhibitors of human TCR-CD3 interaction, primary screen, biochemical, fluorescence, TAMRA-labeled TCR probe; T-cell receptor (TCR); inhibition, % at 9.4 µM; 360,000 tested, 0.37% active; in the data active = inhibition above about 19%;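 note: recombinant mutant TCR 2C K166C tagged with TAMRA read by polarization; 0% = receptor in buffer alone and 100% = receptor with positive control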
# MBD2 DNA inh: inhibitors of MBD2 binding to methylated DNA, primary screen, biochemical, TR-FRET, DNA-binding domain, human; Methyl-CpG-binding domain protein 2 (Homo sapiens), Q9UBB5; MBD2 binding to methylated oligonucleotide; AID 686964, 2013; inhibition, % at 4.4 µM; 370,000 tested, 0.31% active; in the data active = inhibition above about 13%
# Target sequence (Q9UBB5 whole entry, looked up, the tested form may be a part): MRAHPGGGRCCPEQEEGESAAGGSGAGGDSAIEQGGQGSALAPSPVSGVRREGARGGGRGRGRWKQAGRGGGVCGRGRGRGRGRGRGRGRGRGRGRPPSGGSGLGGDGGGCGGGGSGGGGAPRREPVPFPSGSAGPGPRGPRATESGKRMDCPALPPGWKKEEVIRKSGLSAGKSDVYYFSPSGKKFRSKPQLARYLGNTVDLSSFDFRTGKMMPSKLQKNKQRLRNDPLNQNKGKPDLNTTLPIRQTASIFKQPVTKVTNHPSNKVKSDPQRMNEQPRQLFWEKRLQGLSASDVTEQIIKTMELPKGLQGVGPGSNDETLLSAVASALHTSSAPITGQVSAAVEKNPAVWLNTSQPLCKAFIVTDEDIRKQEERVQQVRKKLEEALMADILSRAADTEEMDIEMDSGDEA
# Rev-erbA mod: modulators of Rev-erb alpha DNA binding, primary screen, biochemical, FITC-DNA, fluorescence polarization, uHTS; Nuclear receptor subfamily 1 group D member 1 (Homo sapiens), P20393; Rev-erbα–FITC-DNA binding, 90 min; activity, % at 10 µM; 370,000 tested, 0.79% active; AID 1259318, 2017;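 active = activity above about 14%, limit read from the data; passing the limit was not always enough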;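 note: 0% = DMSO wells with 35 nM protein and 100% = DMSO wells with 750 nM protein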
# The depositor's hits bear a star; / = not tested or not shown. These rows are one share of the data. The share of hits here may be higher or lower than overall.
SMILES,HTRA1 inhibitor,PRMT1 FP inh,mABHD4 FP,PG9 binder,LEDGF integ inh,UHRF1 MBD2 ctr,rCAG RNA binder,TCR CD3 inh,MBD2 DNA inh,Rev-erbA mod
COC(=O)COc1ccc(S(=O)(=O)Nc2ccc(C(N)=O)cc2)cc1,0.9,0.5,0.5,0.9,-2.4,-2.1,-1.5,-1.7,-4.4,-2.5
COc1ccc(-c2nc(-c3ccc(NC(=O)c4ccc(Br)o4)cc3)no2)cc1OC,-11.1,-2.1,-3.8,0.7,0.5,1.5,-1.0,-0.9,4.5,0.1
CCc1cc(Cn2nc(-c3ccccc3)cc2C(=O)NCc2cccc(C(F)(F)F)c2)on1,-26.7,-1.9,-11.2,1.3,1.4,1.0,2.6,-7.0,3.7,-4.5
NC(=O)NC(Cc1ccccc1)C(=O)NCC1(N2CCCCC2)CCCCC1 (stereo not given),-7.1,-2.1,10.7,-1.2,1.1,0.9,-2.3,-9.1,0.4,-5.9
CC(=O)Nc1ccc(S(=O)(=O)NC2(C(F)(F)F)NC(=O)N(c3ccc(C)cc3)C2=O)cc1 (stereo not given),-0.5,-2.3,3.4,-1.7,0.5,0.5,4.5,4.5,-1.4,1.4
CCNc1nc(N)nc(Oc2ccc(OCCOc3ccc(Cl)cc3Cl)nn2)n1,-5.0,-2.6,-7.8,-2.1,-1.4,-1.2,-3.9,5.6,-0.1,-1.3
CCOCCCNC(=O)N[C@H](C(=O)OC)C(C)CC (stereo not given in full),-4.0,-1.6,5.5,-1.1,0.1,-2.6,-1.5,4.4,0.0,-0.1
COc1ccccc1Oc1cc(-n2nc(C)cc2C)ncn1,-1.4,-1.3,-0.4,1.2,0.4,1.3,-5.7,-8.4,7.7,4.9
COc1ccccc1C(=O)NCC(=O)NCCCN1CCOCC1,3.5,-2.7,-6.3,0.2,-0.5,-2.1,-0.5,6.0,2.7,8.1
CC(NC(=O)COC(=O)Cc1ccsc1)c1ccccc1 (stereo not given),-1.2,-0.4,0.2,-4.8,6.1,-1.9,-1.8,4.1,-8.2,-0.1
CCOc1ccc(NC(=O)CN(C)C(=O)c2ccc(NC3CC3)c([N+](=O)[O-])c2)cc1OCC,8.6,-2.2,-2.0,-2.9,4.9,-7.4,0.0,-13.1,-12.4,2.0
Cc1cc2c(cc1S(=O)(=O)NCCc1ccc(Cl)cc1)OCC(=O)N2,0.2,3.5,-5.4,0.3,-0.6,0.8,2.2,-0.1,2.4,6.2
Cc1ccc(C)c2[nH]c(=O)c(CCNC(=O)CC(C)C)cc12,2.8,-2.4,2.5,0.0,-4.6,-0.6,-0.3,-1.7,-0.1,-2.0
O=C(OCC(=O)N1CCCC1=O)C1CCN(S(=O)(=O)c2c(Cl)cccc2Cl)CC1,-2.3,0.1,2.5,-1.7,0.5,-1.4,-4.5,5.7,0.5,-3.6
COCC(=O)Nc1nnc(-c2cccs2)s1,-1.1,-2.2,3.7,1.1,-2.1,0.7,0.8,6.1,-2.0,0.0
COc1cccc2c1C(=O)c1c(O)c3c(c(O)c1C2=O)CC(O)(C(=O)CO)CC3OC1CC(N(C)C)C(O)C(C)O1 (stereo not given),67.7*,192.9*,78.8*,-14.8,13.1,96.7*,-8.0,147.9*,112.7*,5.0
O=C(CSc1nnc(-c2ccc(O)cc2)o1)Nc1ccc2c(c1)OCCO2,-2.1,1.6,-1.1,0.5,-1.6,-0.2,5.9,2.5,1.7,-2.4
COc1ccccc1-c1cccc(-c2nc(C(=O)N3CCCCC3)cc3c2[C@H](CCO)N(S(=O)C(C)(C)C)C3)c1 (stereo not given in full),/,-1.9,-1.8,1.0,-1.7,-1.0,3.2,-1.8,-0.9,5.8
COc1cccc(OC)c1C(=O)NC(C)c1ccccc1 (stereo not given),4.8,-3.1,6.6,0.3,-5.0,0.8,1.1,-6.6,-0.9,-3.1
Cc1ccccc1N1CC(C(=O)N2CC(C)CC(C)C2)CC1=O (stereo not given),7.5,-0.7,-2.5,-0.3,3.1,-0.7,-5.2,1.5,-1.1,1.1
CCOC(=O)N1CCN(C(=O)CN(c2cccc(C)c2)S(=O)(=O)c2ccc(C)cc2)CC1,2.8,-1.8,4.8,0.9,2.1,0.7,-8.3,-8.5,2.4,-1.1
C=CC(C)Sc1nc2c(c(=O)n(C)c(=O)n2C)n1Cc1ccccc1Cl (stereo not given),-5.6,-1.3,-2.9,-0.6,-1.1,-1.4,-0.1,-1.4,-2.4,10.4
NS(=O)(=O)c1ccc(CCNC(=O)CN2CCN(S(=O)(=O)c3ccccc3F)CC2)cc1,/,-4.0,2.8,-1.2,2.3,-0.7,-2.0,-1.1,3.2,1.6
COc1ccc(/C=C(\NC(=O)c2ccccc2)C(=O)OC[C@@H]2CCC[N+]3(C)CCCCC23)cc1OC (stereo not given in full),7.7,2.7,-5.8,0.8,-0.8,0.6,-3.7,6.2,2.9,-2.8
O=C(Nc1ccc2oc(=O)ccc2c1)c1ccc2ccccc2c1,-10.5,-3.2,2.8,-0.4,0.0,-0.2,4.0,0.9,-4.7,-4.7
# The listing continues:
SMILES,HTRA1 inhibitor,PRMT1 FP inh,mABHD4 FP,PG9 binder,LEDGF integ inh,UHRF1 MBD2 ctr,rCAG RNA binder,TCR CD3 inh,MBD2 DNA inh,Rev-erbA mod
COc1ccc(C(C)(C)C)cc1S(=O)(=O)N1CCN(C)CC1,7.5,-1.4,0.0,0.3,2.6,-0.6,-5.8,0.9,-4.8,-5.1
O=C(c1ccc2snnc2c1)N1CCSCC1,5.4,0.5,3.5,0.2,1.1,2.4,0.6,4.4,-3.0,-2.6
COC(=O)[C@]12C[C@H](CC(=O)N3CCN(C(=O)C4CC4)CC3)C(=O)N(Cc3ccc(Cl)cc3Cl)C1=C[C@H](C1CCCC1)O[C@@H]2C,/,-0.1,-4.3,/,-7.0,1.1,8.9,/,3.1,2.0
COc1ccc(-c2nc3c(s2)CN(S(C)(=O)=O)CC3)cc1OC,5.0,35.1*,-4.8,0.7,-2.9,0.4,4.0,-4.8,5.1,-4.2
CCn1c(P(C)(=O)O)nc2cc(NC(=O)c3ccccc3Cl)ccc21,-4.5,2.6,4.0,0.0,-0.8,-1.1,-2.4,-2.5,-1.7,3.9
O=C(c1ccc([N+](=O)[O-])cc1)N1CCCC1,2.7,6.7,-0.4,0.7,-0.4,0.9,-1.0,-4.4,-2.8,8.9
CC(=O)N1CCN(C(=O)c2cccc(S(=O)(=O)N3CCN(c4ccccc4)CC3)c2)CC1,4.7,-3.8,-5.8,0.2,6.5,-2.7,0.9,2.4,2.8,0.9
CCN(C(=O)COC(=O)c1ccc([N+](=O)[O-])o1)c1cccc2ccccc12,17.0,8.4,-10.1,-0.8,5.0,0.7,2.6,-10.1,3.6,-4.4
O=C(CCn1cccn1)Nc1ccc2c(c1)OCCO2,7.8,-1.3,-6.7,-1.2,3.6,-1.8,-1.2,7.3,-1.1,2.4
Cc1ccccc1NC(=O)/C(=C/c1cccs1)NC(=O)c1ccco1,3.0,-0.6,-1.6,-2.5,3.0,-2.5,-0.1,-1.2,-7.0,4.4
OC(COc1ccc2c(c1)OCO2)CN1CCc2ccccc2C1 (stereo not given),-3.8,0.0,3.2,0.2,-3.8,1.5,-8.0,-6.5,3.1,0.6
Cc1nn(C)c(C(=O)NC(=S)Nc2ccccc2Br)c1Cl,-3.2,-2.9,-7.5,-2.4,1.9,1.4,-1.9,2.8,-2.6,-4.5
COc1ccc(-c2ccnc(-c3ccc(O)cc3)n2)cc1,-19.9,-2.9,-18.1,-3.0,1.1,-0.6,8.7,2.6,-1.9,-1.8
CCOC(=O)COn1c(=O)c(-c2ccc(C)cc2)[n+]([O-])c2ccccc21,0.8,1.9,2.8,1.1,0.4,1.7,1.1,6.6,1.7,1.6
O=C(Nc1ccc2c(c1)OCO2)c1csc([C@H]2C[C@H](O)[C@@H](CO)O2)n1,/,-3.4,-34.7,0.8,2.2,-1.1,1.1,0.7,3.3,3.2
CCCC(=O)N(c1ccc(OCC)cc1)C1C=CS(=O)(=O)C1 (stereo not given),6.8,-2.9,3.0,-1.5,-1.6,-0.4,-3.3,-8.7,1.8,-1.3
CCN(CC)CC(=O)NN(Cc1ccccc1)c1ccccc1,9.3,-0.5,12.1,0.7,0.9,1.2,-5.1,2.0,-1.5,-1.8
CCCS(=O)(=O)C(=C(Nc1ccccc1)Nc1ccccc1)S(=O)(=O)CCC,-3.5,3.2,1.8,-0.2,-0.9,-0.1,-8.9,4.6,-0.4,-0.6
CC1(C)CC(=O)C=C(c2ccccc2-c2ccc3cc[nH]c3c2)C1=O,-10.6,-1.2,0.1,0.9,6.6,-2.6,17.1,-2.1,-1.8,5.7
CCc1nccn1CCC(=O)N1CCCC(N2CCN(c3ccccc3C)CC2)C1 (stereo not given),4.5,-3.5,-0.2,-1.7,8.1,-2.3,-4.4,1.3,-6.6,-5.7
CC(C)Cc1nnc(NC(=O)c2ccncc2)s1,-2.3,1.4,-1.6,0.0,-1.3,6.8,3.9,0.4,2.8,-1.3
CC(=O)c1ccc(-c2ccccc2OC(F)(F)F)o1,-4.1,-0.5,-4.7,-2.4,2.2,-0.7,0.8,-3.0,-7.1,4.1
O=C(O)CSc1nc(-c2ccc(Cl)cc2)nc2c1oc1ccccc12,-37.1,2.8,-21.9,0.3,-1.0,1.4,41.5*,-2.8,2.6,-8.8
COc1ccc(C(=O)COC(=O)c2cc(S(=O)(=O)NCc3ccccc3)ccc2O)cc1,-20.4,-0.4,-3.3,-1.4,0.7,-1.1,15.7,0.6,-5.4,5.0
COCCN(C(=O)COC(=O)c1ccc(Cl)nc1)c1c(N)n(Cc2ccccc2)c(=O)[nH]c1=O,4.9,-0.3,-2.3,-2.3,1.4,-1.1,-0.8,8.9,-3.8,6.2
CCN(CC)CC(=O)NC1CCCc2c1cnn2-c1cc(F)cc(F)c1 (stereo not given),-10.6,-2.8,-10.3,-2.4,8.4,2.5,1.0,-0.2,1.9,-7.1
CCC(CC)C(=O)Nc1cccc(C(=O)Nc2ccc3c(c2)OCO3)c1,-4.2,3.8,-4.0,0.1,-2.0,-1.1,-1.1,2.8,3.3,2.5

# Some values from the results shown.
# TCR CD3 inh, COc1ccc(C(=O)COC(=O)c2cc(S(=O)(=O)NCc3ccccc3)ccc2O)cc1 : 0.6
# rCAG RNA binder, COc1ccc(-c2ccnc(-c3ccc(O)cc3)n2)cc1 : 8.7

# Source: PubChem (several laboratories)
